Source: PubChem BioAssay
ABCG2 inh – ABCG2 efflux pump inhibitors, primary screen, multiplex with ABCB1, IgMXP3 cells, flow cytometry; JC-1 efflux; inhibition, % at 6.6 µM; 0.1% of 190,000 active;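 active = inhibition above 80%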;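 also: 0% = DMSO and 100% = nicardipine control wells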
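Test system: IgMXP3 cells (ABCG2) mixed with DDAO far-red-labelled CCRF-Adr cells (ABCB1). Reagent: JC-1 transporter substrate. Compound dosing: single test compound dose, 6.6 µM final. Times: 10 min compound exposure, 25 °C. Detection: flow cytometry of retained JC-1 fluorescence. Read-out basis: efflux inhibition in percent versus controls. Controls: nicardipine and DMSO wells.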
RGS8-Gao reg – RGS8-Galphao binding modulators, primary screen, biochemical, multiplexed bead flow cytometry. AID 1423, 2008. Guanine nucleotide-binding protein G(o) subunit alpha (Homo sapiens), P09471. 0.34% of 220,000 active. actives lie on both sides. response (percent of control binding), % at 10 µM; in the data active = response below about 60% or above about 140%; inactive = in between;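 also: Galphao activated as the GDP aluminium fluoride complex binding bead-coupled RGS8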
Target sequence (P09471 whole entry, looked up): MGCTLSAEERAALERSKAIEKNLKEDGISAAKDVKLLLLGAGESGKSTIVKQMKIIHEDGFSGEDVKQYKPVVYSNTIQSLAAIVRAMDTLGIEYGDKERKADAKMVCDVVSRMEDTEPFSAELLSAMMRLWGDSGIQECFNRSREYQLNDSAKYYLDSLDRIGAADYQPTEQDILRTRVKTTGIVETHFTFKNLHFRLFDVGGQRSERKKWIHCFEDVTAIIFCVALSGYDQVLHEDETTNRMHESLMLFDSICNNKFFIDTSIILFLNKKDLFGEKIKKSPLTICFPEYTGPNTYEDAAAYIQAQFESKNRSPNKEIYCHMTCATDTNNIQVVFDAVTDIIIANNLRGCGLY
Bcl-2 Bim block – inhibitors of Bim-Bcl-2 binding, primary screen, biochemical, multiplexed, human Bcl-2 family | Apoptosis regulator Bcl-2 (Homo sapiens), P10415 | Bead-based flow cytometry, Bim peptide-Bcl-2 binding | inhibition, % at 10 µM | 0.06% of 190,000 active | AID 950, 2007; in the data active = inhibition above about 40%; inconclusive = no clear call, values can overlap the other calls;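 also: 0% = no compound wells with probe peptide and 100% = reference peptide inhibitor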
RGS4-Gao reg – modulators of RGS4 binding to Galphao, primary screen, biochemical, multiplexed bead flow cytometry; Guanine nucleotide-binding protein G(o) subunit alpha (Homo sapiens), P09471; 0.33% of 220,000 active; AID 1415, 2008; actives lie on both sides; binding response (% of control), % at 10 µM; in the data active = binding response below about 49% or above about 150%; inactive = in between;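 also: fluorescent Galphao activated with aluminum fluoride binding bead-coupled RGS4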
Bfl-1 Bim block – inhibitors of Bim binding to Bfl-1, primary screen, biochemical, multiplexed, bead-based flow cytometry; Bcl-2-related protein A1 (Homo sapiens), Q16548; Bim-Bfl-1 binding inhibition; inhibition, % at 10 µM; 0.12% of 190,000 active;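 also: 0% = wells without compound plus tracer and 100% = blocker peptide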
ABCB1 block – ABCB1 efflux pump inhibitors, primary screen, cell-based, multiplex, flow cytometry, ABCG2 counter-screen. CCRF-Adr cells, JC-1 efflux. ATP-dependent translocase ABCB1 (Homo sapiens), P08183. AID 1326, 2008. inhibition, % at 6.6 µM. 0.067% of 190,000 active; in the data active = inhibition above about 40%;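 also: 0% = vehicle and 100% = reference inhibitor; higher value means more JC-1 retained so stronger ABCB1 efflux block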
Bcl-B Bim block – inhibitors of Bim-Bcl-B binding, primary screen, biochemical, multiplexed, human Bcl-2 family. bead-based flow cytometry, Bim peptide-Bcl-B binding. inhibition, % at 10 µM. 0.073% of 190,000 active;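 also: 0% = tracer peptide without compound and 100% = reference inhibitor peptide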
Target sequence (Q9HD36 whole entry, looked up): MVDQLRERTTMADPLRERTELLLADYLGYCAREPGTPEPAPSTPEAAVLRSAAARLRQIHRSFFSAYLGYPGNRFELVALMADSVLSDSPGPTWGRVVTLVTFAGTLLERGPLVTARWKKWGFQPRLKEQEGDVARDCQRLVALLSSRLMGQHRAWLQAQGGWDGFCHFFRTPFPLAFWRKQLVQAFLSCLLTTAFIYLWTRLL
RGS7-Gao – RGS7-Galphao binding modulators, primary screen, biochemical, multiplexed bead flow cytometry. Guanine nucleotide-binding protein G(o) subunit alpha (Homo sapiens), P09471. actives lie on both sides. binding response (% of control), % at 10 µM. 0.35% of 220,000 active; in the data active = binding response below about 49% or above about 150%; inconclusive = no clear call, values can overlap the other calls; inactive = in between;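 also: fluorescent Galphao held in activated GDP-AlF4 state binding bead-coupled RGS7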
Bcl-XL Bim block – inhibitors of Bim-Bcl-XL binding, primary screen, biochemical, multiplexed, bead flow cytometry, human Bcl-XL; Bcl-2-like protein 1 (Homo sapiens), Q07817; Bim peptide-Bcl-XL binding, fluorescence; inhibition, % at 10 µM; 0.04% of 190,000 active; AID 1007, 2008
Target sequence (Q07817 whole entry, looked up): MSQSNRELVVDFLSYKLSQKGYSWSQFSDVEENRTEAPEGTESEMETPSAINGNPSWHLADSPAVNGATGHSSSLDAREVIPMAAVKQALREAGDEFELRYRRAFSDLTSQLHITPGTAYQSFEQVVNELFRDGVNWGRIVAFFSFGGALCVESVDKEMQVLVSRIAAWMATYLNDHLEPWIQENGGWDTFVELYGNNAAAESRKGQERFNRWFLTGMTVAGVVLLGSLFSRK
Mcl-1 Bim block – inhibitors of Bim peptide binding to Mcl-1, primary screen, biochemical, bead-based flow cytometry, multiplex. 0.1% of 190,000 active. inhibition, % at 10 µM. Bim peptide-Mcl-1 binding;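 also: 0% = no compound tracer wells and 100% = peptide blocker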
Bcl-W Bim block – inhibitors of Bim binding to Bcl-W, primary screen, biochemical, multiplexed, bead-based flow cytometry | Bcl-2-like protein 2 (Homo sapiens), Q92843 | Bim peptide-Bcl-W binding | inhibition, % at 10 µM | 0.02% of 190,000 active | AID 952, 2007;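 also: 0% = bound tracer without compound and 100% = peptide blocker; higher means less fluorescent Bim peptide bound to Bcl-W beads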
Target sequence (Q92843 whole entry, looked up): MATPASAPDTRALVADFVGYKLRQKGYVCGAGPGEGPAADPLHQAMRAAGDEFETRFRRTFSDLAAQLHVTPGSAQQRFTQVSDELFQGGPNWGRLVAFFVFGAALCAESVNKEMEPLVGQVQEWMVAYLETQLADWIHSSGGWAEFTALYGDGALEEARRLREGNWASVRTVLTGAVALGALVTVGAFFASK
Numbers without * were called inactive; ? = inconclusive; nt = no result given. Rule as the data show it, unless noted: active = inhibition above about 40%.

SMILES	ABCG2 inh	RGS8-Gao reg	Bcl-2 Bim block	RGS4-Gao reg	Bfl-1 Bim block	ABCB1 block	Bcl-B Bim block	RGS7-Gao	Bcl-XL Bim block	Mcl-1 Bim block	Bcl-W Bim block
O=C(NCN1C(=O)C2C3C=CC(C3)C2C1=O)Nc1nncs1 (stereo not drawn)	4	104	-10	104	-20	0.6	-8	105	-7	-3	-6
Cc1cccc(/C=N/NC(=O)Cn2nc(C)cc2C)n1	1	97	-2	97	-8	-0.1	-8	97	-6	-1	-5
CCN(CCCNC(=O)CCCOc1cc(=O)n(C)c2ccccc12)Cc1ccccc1	5	101	0	98	5	0.8	0	103	0	-1	-1
CC(=O)c1cc2c(C)c(C(=O)c3ccccc3)oc2cc1O	13	104	-5	100	0	1.1	-3	101	-6	-4	-1
CC1(C)CC(NC(=O)c2c(N)no[n+]2[O-])CC(C)(C)N1	4	99	-4	98	-5	1.0	-4	97	-3	0	-2
Cc1ccc2c(c1)c1ncnc(N3CCC4(CC3)OCCO4)c1n2C	-5	97	2	97	-3	-5.3	0	94	0	0	-1
O=c1[nH]c(CSc2nc(-c3ccc(F)cc3)cs2)nc2ccccc12	22	101	-3	99	0	-0.3	-5	97	-3	-4	-3
O=S(=O)(c1ccc2oc3ccc(S(=O)(=O)N4CCCCC4)cc3c2c1)N1CCCCC1	-4	103	-6	100	-18	7.5	-7	102	-7	-2	0
N/C(=N\OC(=O)C12CC3CC(CC(C3)C1)C2)c1cccnc1	3	97	0	96	-1	0.9	0	104	0	0	0
COc1ccc(C2=CC(c3sccc3C)n3nnnc3N2)cc1 (stereo not drawn)	1	100	-2	99	-8	0.1	-1	99	-5	0	5
c1ccc(-n2nnnc2SCCCSc2nc3ccccc3s2)cc1	3	100	-10	98	-12	0.5	-8	101	-6	-1	-2
O=C(c1nn(-c2ccccc2)c(=O)c2ccccc12)N1CCN(c2ccccn2)CC1	3	101	-4	101	-9	0.9	-6	102	-2	-1	0
Cc1cccc(C(=O)NC2=NCCS2)c1	0	100	-7	93	-7	0.0	-7	104	-7	-1	-1
COc1ccc(Cl)cc1C(=O)n1nc(C)cc1C	0	100	0	100	-1	0.0	2	100	-1	0	-1
CCCCC(=O)Nc1cc(OCC)c(NC(=S)NC)cc1OCC	7	104	-4	107	-5	1.4	-2	108	-2	0	0
COc1ccc(Oc2coc3cc(OC(=O)/C=C/c4ccccc4)ccc3c2=O)cc1	-8	96	4	92	0	-1.1	-3	94	-5	-5	-6
COc1ccc(CCC(C)Nc2cccc(F)c2)cc1 (stereo not drawn)	2	97	-2	97	0	0.5	-1	91	-1	-3	-2
COc1ccc(CCN=Cc2c(C)[nH]n(-c3ccc([N+](=O)[O-])cc3)c2=O)cc1OC	4	89	1	90	7	0.6	-1	91	-1	-1	-1
NC(=O)CSc1nc2ccccc2c(=O)n1Cc1ccco1	0	103	1	101	0	-0.2	-5	101	0	-1	-3
COc1ccc(NC(=O)c2noc3c2CCCCC3)cc1	12	99	-4	99	-3	0.4	-6	100	-2	0	-1
Cc1ccccc1OCCC(=O)OCC(=O)Nc1cc(S(=O)(=O)N2CCOCC2)ccc1Cl	2	101	-4	102	-5	0.2	-6	102	0	-2	-1
O=C(CSCc1ccccc1)Nc1ccc(F)c(F)c1	1	100	-3	101	-1	-2.6	-5	100	-7	-3	-7
Cc1ccc(-n2c(-c3nn(C)c(C)c3Cl)n[nH]c2=S)cc1	-2	80	-1	91	1	-0.6	-3	98	-6	0	0
CCOC(=O)Cc1csc(NC(=O)NC2(C(F)(F)F)Oc3cc(Cl)c(Cl)cc3O2)n1	1	98	-10	97	-12	-0.2	-9	97	-10	-1	-1
CC(=O)CCc1ccc(Oc2nc(-c3cccnc3)nc3ccccc23)cc1	5	103	-2	101	-5	0.2	-3	103	-3	-2	-1

More structures:
SMILES	ABCG2 inh	RGS8-Gao reg	Bcl-2 Bim block	RGS4-Gao reg	Bfl-1 Bim block	ABCB1 block	Bcl-B Bim block	RGS7-Gao	Bcl-XL Bim block	Mcl-1 Bim block	Bcl-W Bim block
CCOCCCNC(=S)NCCNc1nc2c(C)cccc2cc1C#N	5	101	-14	99	-16	0.6	-15	102	-11	-2	-5
Cc1ccccc1N(CC(=O)NCc1ccc2c(c1)OCO2)C(=O)CCC(=O)Nc1ccccn1	2	102	-11	101	-12	1.3	-8	104	-7	-4	-4
Oc1ccc(N=Nc2nc(-c3ccccc3)c(-c3ccccc3)[nH]2)cc1	-14	103	-3	102	2	-0.8	0	105	-4	-4	-1
CC1CCN(C(=O)CNC(=O)Cn2ccc3ccccc3c2=O)CC1	1	105	-7	103	-10	0.2	-4	104	-3	0	0
O=C(Nc1ccccc1-c1ccccc1)c1ccc(Cl)c([N+](=O)[O-])c1	31	100	2	96	7	2.2	1	100	-2	-12	2
CCOC(=O)CC1C(=O)NCCN1S(=O)(=O)c1ccc(Cl)cc1 (stereo not drawn)	2	107	-6	107	-11	0.4	-13	108	-6	-7	-2
Cc1ccccc1CSCCNC(=S)Nc1ccccc1	6	100	-1	95	2	-1.3	0	93	1	1	-2
COc1ccc(S(=O)(=O)NCCCCCC(=O)O)cc1C(=O)O	-1	98	-1	98	-4	-0.4	-4	?	-4	1	-1
Cc1[nH]c2ccccc2c1C(C[N+](=O)[O-])c1cccc(O)c1 (stereo not drawn)	5	86	-1	91	0	1.5	0	92	-2	0	1
c1ccc(CN2C3=NCCN3c3ccccc32)cc1	1	105	-4	104	-4	0.0	-8	102	-7	-6	-3
COC(=O)c1ccccc1N/C=C/C(=O)c1ccc(Br)cc1	5	99	0	99	5	nt	-2	97	0	-2	-2
COc1ccc(-c2ccc(NCCC3=CCCCC3)nn2)cc1OC	38	110	-6	107	-4	2.2	-2	114	-3	-2	-2
COc1c(C)cccc1C(=O)Nc1ccc(CN2CCOCC2)cc1	14	100	-9	98	-21	1.2	-9	98	-7	-6	-2
CCOC(=O)C1=C(N)n2c(s/c(=C/c3ccco3)c2=O)=C(C(=O)OC)C1c1ccco1 (stereo not drawn)	2	100	0	96	6	1.2	1	99	-1	0	1
CCCNC(=O)c1ccccc1NC(=O)CN(c1ccccc1OCC)S(C)(=O)=O	0	103	-8	100	-11	0.5	-4	104	-2	-1	1
COc1ccc(OC)c(Nc2ncnc3c2cnn3-c2ccccc2)c1	8	101	-9	106	-9	0.3	-4	106	-6	-4	-1
Cc1cc(NC(=O)c2ccc(Cl)cc2Cl)n(CCC#N)n1	25	101	1	101	0	0.6	0	101	-2	0	-4
CSc1cnn(-c2ccccc2)c(=O)c1SC	3	100	-4	99	-12	0.1	-6	104	-6	0	-1
OCC1(Cc2ccccc2)CCN(C2CCN(c3ccccc3F)CC2)CC1	5	104	0	105	-6	2.7	-7	107	-7	-1	-2
O=C(Nc1ccccc1-c1nnn(CC(=O)N2CCc3ccccc3C2)n1)C1CCC1	8	99	-1	96	-2	2.7	-5	94	0	2	0
Cn1c(=O)c(C(=O)CN2CCc3ccccc32)c(N)n(Cc2ccccc2)c1=O	17	99	-3	102	-3	0.7	-5	103	-3	-2	-5
CC(=O)NN1C(=O)c2ccccc2NC1c1ccccn1 (stereo not drawn)	3	85	-5	97	-2	0.3	-3	94	-6	-5	-6
Cc1nc2scc(-c3ccccc3)c2c(=O)n1N=C1C=CC(=O)C=C1	17	69	17	94	40*	6.5	-1	103	4	1	19
CCc1cc2cc(C)c(C)cc2nc1SCC(=O)NNC(=O)c1ccco1	3	99	-4	90	-9	0.5	-9	100	0	0	0
Nc1ccc(C(=O)OCc2nc3ccccc3[nH]2)cc1	7	102	-4	99	-9	0.6	-2	101	-5	3	0

Quoted at random: 5 compounds from above
SMILES	ABCG2 inh	RGS8-Gao reg	Bcl-2 Bim block	RGS4-Gao reg	Bfl-1 Bim block	ABCB1 block	Bcl-B Bim block	RGS7-Gao	Bcl-XL Bim block	Mcl-1 Bim block	Bcl-W Bim block
O=C(Nc1ccccc1-c1ccccc1)c1ccc(Cl)c([N+](=O)[O-])c1	31	100	2	96	7	2.2	1	100	-2	-12	2
Cc1nc2scc(-c3ccccc3)c2c(=O)n1N=C1C=CC(=O)C=C1	17	69	17	94	40*	6.5	-1	103	4	1	19
Cn1c(=O)c(C(=O)CN2CCc3ccccc32)c(N)n(Cc2ccccc2)c1=O	17	99	-3	102	-3	0.7	-5	103	-3	-2	-5
Nc1ccc(C(=O)OCc2nc3ccccc3[nH]2)cc1	7	102	-4	99	-9	0.6	-2	101	-5	3	0
CSc1cnn(-c2ccccc2)c(=O)c1SC	3	100	-4	99	-12	0.1	-6	104	-6	0	-1

Other compounds.
SMILES	ABCG2 inh	RGS8-Gao reg	Bcl-2 Bim block	RGS4-Gao reg	Bfl-1 Bim block	ABCB1 block	Bcl-B Bim block	RGS7-Gao	Bcl-XL Bim block	Mcl-1 Bim block	Bcl-W Bim block
O=C(CN1CCCCC1)Nc1ccc(F)c(Cl)c1	6	104	-9	102	-14	0.3	-5	105	0	-2	-1
Cc1ccc(Oc2nc3ccccn3c(=O)c2/C=C(\C#N)C(=O)Nc2c(C)n(C)n(-c3ccccc3)c2=O)c(C)c1	-12	101	-4	100	-7	-0.9	-4	97	-5	-5	-5
CCOC(=O)c1c(C)[nH]c(N=Nc2ccccc2)c1C	2	105	-10	107	-11	0.1	-5	105	-6	1	0
CCOC(=O)C1=NN(C(=O)Nc2cccc(C(F)(F)F)c2)C2C(=O)N(c3cccc(C(F)(F)F)c3)C(=O)C12 (stereo not drawn)	5	86	1	88	4	0.6	-4	85	0	-2	-1
c1ccc(-c2ccccc2OCc2nnc3n2CCC3)cc1	1	101	-3	97	-9	0.0	-5	102	-4	-1	-4
COc1ccc(-c2noc(CCC(=O)NCCCN3CCC(Cc4ccccc4)CC3)n2)cc1	2	98	-11	104	-14	1.2	-10	103	-8	-5	-5
N/C(=N\OC(=O)COc1cc(Cl)c(Cl)cc1Cl)c1ccccn1	10	98	-2	98	4	-0.5	0	97	-4	-5	-4
CCC(C(=O)OC)n1cnc2c(cnn2-c2ccc(Cl)cc2)c1=O (stereo not drawn)	-4	102	-9	103	-9	-4.4	-5	102	-3	0	1
CCCc1c(C)c2cccc(C)c2[nH]c1=O	2	98	-4	94	-5	0.6	-1	94	-4	-3	-2
CC(=O)c1cccc(NC(=O)c2ccc(N(Cc3ccccc3)S(C)(=O)=O)cc2)c1	20	99	-9	99	-10	-0.1	-7	100	-5	0	2
CC(C)Cn1c(C(C)NC(=O)Cc2ccccc2)nc2ccccc21 (stereo not drawn)	2	70	-5	62	-7	0.9	-7	56	-4	-2	1
COc1cccc(CSc2nc3sc(C)c(C)c3c(=O)n2Cc2ccco2)c1	0	96	5	92	7	0.0	-2	93	-1	-3	3
